MITF TRPM1 inh – reduces MITF-dependent TRPM1 promoter luciferase signal | SK-MEL-5 TRPM1 promoter luciferase, 24 h | inhibition, % at 12.5 µM | actives 0.83% (n = 330,000);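 active = mean inhibition across replicates of 60% or more, whatever share of single replicates reaches that level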; note: values of inactives mirror those of a sister screen read the other way
Peg3 prom inh – reduces Peg3 promoter-driven luciferase expression in HeLa. HeLa PEG-Prom luciferase reporter, luminescence, overnight. inhibition, % at 20 µM. actives 1.7% (n = 360,000). AID 588405;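 active = inhibition of at least 50% at 20 µM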
NR2E3 ag-1 – activates human NR2E3 receptor | Q9Y5X4 | inhibition of corepressor binding, % at 3.98 µM | actives 0.35% (n = 360,000) | CHO-S Gal4-NCOR/VP16-NR2E3 two-hybrid, luciferase | AID 602229;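 active = inhibition above the mean of all tested compounds plus 3 SD, cut at about 70% in these data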;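 note: 0% = DMSO with NR2E3 transfected cells and 100% = cells lacking NR2E3 construct; higher means lower luciferase signal from less NR2E3 corepressor binding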
Target sequence (Q9Y5X4 whole entry, looked up, the tested form may be a part): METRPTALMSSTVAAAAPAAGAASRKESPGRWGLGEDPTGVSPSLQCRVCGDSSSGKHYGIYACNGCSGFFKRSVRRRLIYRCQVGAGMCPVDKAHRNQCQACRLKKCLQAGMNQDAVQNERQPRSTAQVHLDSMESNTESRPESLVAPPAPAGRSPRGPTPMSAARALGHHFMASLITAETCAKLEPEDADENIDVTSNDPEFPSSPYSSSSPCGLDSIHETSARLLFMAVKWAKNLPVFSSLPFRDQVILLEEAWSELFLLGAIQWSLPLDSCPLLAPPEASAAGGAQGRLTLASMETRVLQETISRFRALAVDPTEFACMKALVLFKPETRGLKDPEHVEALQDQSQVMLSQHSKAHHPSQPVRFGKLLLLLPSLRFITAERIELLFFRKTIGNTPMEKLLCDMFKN
CaV13 ICDI inh – Disruptors of the CACNA1D IQ motif to Ca2+-dependent inactivation inhibitor domain association, primary screening, Förster resonance energy transfer in intact living …; HEK cells, CFP/YFP FRET ICDI-IQ, plate reader, 10 min; percent FRET-ratio fall versus neutral wells; inhibition, % at 12.3 µM; actives 0.098% (n = 340,000); AID 743397;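 active = mean replicate inhibition of at least 30% and at least 1% of replicates passing that level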;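 note: 0% = median of the neutral control wells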
Granule exo inh – lytic granule exocytosis inhibition; TALL-104 LAMP-1 surface exposure, flow cytometry; cells stimulated with thapsigargin and PMA; inhibition, % at 10 µM; actives 0.66% (n = 360,000); AID 651702;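 active = inhibition above about 55%, limit read from the data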
HIF-2a block – inhibitors of HIF-2a. 786-0 RCC cells HIF-2a reporter, luciferase luminescence, overnight. inhibition, % at 18.8 µM. actives 0.72% (n = 360,000). AID 624352;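 active = inhibition of the luminescence signal of 40% or more relative to plate controls, in a single-dose primary screen at 18.75 µM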
aDG glyco up – increases alpha dystroglycan glycosylation; actives 0.22% (n = 360,000); AID 624168; activation, % at 10 µM; Pro5-aDG cells, alpha-DG glycosylation AlphaScreen (IIH6); 0% Pro5, 100% B10-LARGE cell signal;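 active = activation of at least 8% versus controls, or a plate z-score of at least 8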;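 note: Pro5 are CHO cells carrying HIG-tagged alpha-DG that lacks glycosylation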
hiPSC survival – hiPSC single-cell survival enhancement; actives 0.044% (n = 360,000); ATPlite luminescence; 100% = ROCK inhibitor wells, 0% = DMSO; survival enhancement, % at 20 µM; in the data active = survival enhancement above about 18%;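 note: cells exposed to compounds for 16 hours before the ATP read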
Vif imaging – inhibitors of HIV Vif; actives 0.35% (n = 340,000); inhibition, % at 7.49 µM; HEK293T cells, Vif self-association by quenched fluorescence, imaging, 24 h; in the data active = inhibition above about 50%, passing the limit was not always enough; note: some results filed as inactive read as strong as hits
NR2E3 ag-2 – activates human photoreceptor nuclear receptor NR2E3; Q9Y5X4; GST-NR2E3/biotin-RetCOR TR-FRET, 1536-well; inhibition of corepressor binding, % at 4.78 µM; actives 0.12% (n = 320,000); AID 2300;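 active = percent inhibition above the cutoff of mean plus 3 SD of all tested compounds, set per screening campaign, cut at about 20% in these data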;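 note: 0% = DMSO wells and 100% = biotin wells as full block of FRET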
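Assay system: NR2E3–RetCOR corepressor complex. Quantity: 1.35 nM GST-NR2E3. Buffer or medium: pH 7.5 Tris-based buffer. Reagent: biotinylated RetCOR corepressor at 7 nM final. Schedule: 5 h at 4 °C. Detection: TR-FRET, emission read at 617 and 671 nm. Replicates: one well per compound, singlicate testing.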
PDI turbidity – blocks human protein disulfide isomerase activity | inhibition, % at 10 µM | actives 0.052% (n = 350,000) | PDI insulin aggregation turbidity, A650, 90 min | AID 588391;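 active = mean inhibition across replicates of 30% or more, whatever share of single replicates reach that level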;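 note: absorbance from insulin aggregation driven by PDI reduction with DTT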
Target sequence (P07237 whole entry, looked up): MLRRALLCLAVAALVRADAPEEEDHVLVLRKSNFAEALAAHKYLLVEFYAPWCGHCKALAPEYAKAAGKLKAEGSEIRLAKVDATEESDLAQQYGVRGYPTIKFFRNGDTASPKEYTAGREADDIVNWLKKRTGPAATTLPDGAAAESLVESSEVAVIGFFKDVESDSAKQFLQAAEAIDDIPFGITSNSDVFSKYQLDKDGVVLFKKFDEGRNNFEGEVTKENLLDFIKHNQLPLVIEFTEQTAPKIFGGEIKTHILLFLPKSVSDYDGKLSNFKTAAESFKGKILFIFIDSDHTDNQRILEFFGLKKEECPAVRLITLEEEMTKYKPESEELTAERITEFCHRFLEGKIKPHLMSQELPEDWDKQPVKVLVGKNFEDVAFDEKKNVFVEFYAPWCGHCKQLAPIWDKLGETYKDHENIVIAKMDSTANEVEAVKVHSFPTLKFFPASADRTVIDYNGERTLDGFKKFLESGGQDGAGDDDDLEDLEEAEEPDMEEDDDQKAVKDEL
* marks the source's active call; other numbers are inactive results; · = no result given.

SMILES | MITF TRPM1 inh | Peg3 prom inh | NR2E3 ag-1 | CaV13 ICDI inh | Granule exo inh | HIF-2a block | aDG glyco up | hiPSC survival | Vif imaging | NR2E3 ag-2 | PDI turbidity
CCCNC(=O)N(C)C[C@@H]1Oc2cc(C#CC(C)(C)O)ccc2S(=O)(=O)N([C@H](C)CO)C[C@H]1C | · | -5 | -12 | -7 | -2 | 13 | 0.9 | 3.5 | · | · | -8
C=CC[C@H](CC(=O)N(CCO)Cc1ccccc1)C(=O)N[C@H](COC(=O)[C@H](CC=C)CC(=O)OC(C)(C)C)Cc1ccccc1 | 10 | 35 | -17 | -11 | -2 | 1 | 0.3 | -0.2 | -1 | · | 2
COc1cc(-c2nn3c(Cc4ccccc4)nnc3s2)cc(OC)c1OC | 4 | 4 | 26 | -3 | 8 | -12 | 0.1 | 3.8 | -4 | 1 | -3
O=C(/C=C/[C@H]1O[C@@H](n2ccc(=O)[nH]c2=O)[C@H](O)[C@@H]1O)NCc1cccc2ccccc12 | · | 7 | -6 | -4 | 1 | 5 | 0.1 | 2.5 | 0 | · | ·
COc1ccc(-c2nnc(SCC(=O)/C(C#N)=C(\C)N)o2)cc1 | -29 | -140 | -122 | -9 | -3 | -97 | 0.0 | -3.2 | 4 | -3 | 15
COc1ccc(C(C)(O)c2nc(-c3ccccc3OC)cs2)cc1 (configuration not stated) | · | 0 | -13 | -6 | 7 | -12 | 0.7 | -2.1 | -1 | · | -12
Cc1ccccc1NS(=O)(=O)c1ccc(F)cc1 | 14 | 20 | 23 | -5 | -6 | 14 | -0.2 | 3.1 | 1 | 0 | -1
COc1ccc(Nc2nc(N)nc(SCc3nnc(C)s3)n2)cc1 | -43 | -64 | -9 | · | 0 | -129 | 0.0 | 0.7 | 46 | 0 | -3
CCOc1ccccc1C(=O)N[C@H](C(=O)OCC(=O)Nc1nnc(-c2ccccc2)o1)C(C)C | 6 | -3 | -22 | -6 | -2 | 17 | -0.1 | 1.3 | 13 | · | 4
Cc1c(C#N)sc(C(N)=O)c1C | 21 | -3 | 9 | -5 | 4 | 7 | 1.8 | -1.4 | -1 | 2 | -4

Brought forward from above: five entries; new compounds follow.
SMILES | MITF TRPM1 inh | Peg3 prom inh | NR2E3 ag-1 | CaV13 ICDI inh | Granule exo inh | HIF-2a block | aDG glyco up | hiPSC survival | Vif imaging | NR2E3 ag-2 | PDI turbidity
COc1ccc(C(C)(O)c2nc(-c3ccccc3OC)cs2)cc1 (configuration not stated) | · | 0 | -13 | -6 | 7 | -12 | 0.7 | -2.1 | -1 | · | -12
Cc1ccccc1NS(=O)(=O)c1ccc(F)cc1 | 14 | 20 | 23 | -5 | -6 | 14 | -0.2 | 3.1 | 1 | 0 | -1
COc1ccc(Nc2nc(N)nc(SCc3nnc(C)s3)n2)cc1 | -43 | -64 | -9 | · | 0 | -129 | 0.0 | 0.7 | 46 | 0 | -3
CCOc1ccccc1C(=O)N[C@H](C(=O)OCC(=O)Nc1nnc(-c2ccccc2)o1)C(C)C | 6 | -3 | -22 | -6 | -2 | 17 | -0.1 | 1.3 | 13 | · | 4
Cc1c(C#N)sc(C(N)=O)c1C | 21 | -3 | 9 | -5 | 4 | 7 | 1.8 | -1.4 | -1 | 2 | -4
COc1cccc(NC(=O)C(NCCC(C)C)c2ccccc2)c1 (configuration not stated) | -20 | 3 | -24 | -6 | -6 | 1 | -0.1 | 3.1 | -9 | -2 | 2
C#CCN(C[C@H]1[C@H](OC(=O)NC2CCCC2)[C@H](OC(=O)NC2CCCC2)C[C@H]2C(=O)N(c3ccccc3)C(=O)[C@@H]12)S(=O)(=O)c1ccc(C)cc1 | · | 1 | -22 | -5 | -2 | -6 | 0.0 | -2.8 | -3 | · | 1
COc1cccc(-c2nnc(SCC(=O)Nc3cc(C)ccc3OC)n2N)c1 | 1 | 6 | 5 | -5 | -3 | 25 | -0.2 | 0.1 | 1 | -1 | 8
COCCNC(=O)C(C)OC(=O)c1cc2occc2n1C (configuration not stated) | 13 | 22 | 16 | · | -1 | 2 | -0.2 | -0.9 | -1 | 4 | -3
COc1ccc(-c2nn(-c3ccccc3)cc2/C=C2/SC(=S)N(CCCC(=O)O)C2=O)c(C)c1 | 10 | 61* | -12 | -34 | 8 | 36 | -0.1 | 1.4 | 0 | 1 | -11
CCOc1ccc(/C=N/Nc2ccccc2)cc1 | 3 | -79 | -19 | -18 | 12 | -159 | -0.1 | -0.1 | -11 | -3 | 0
O=C(CCC(=O)Nc1nnc(C2CCCCC2)s1)Nc1ccc(F)cc1 | -17 | -5 | -8 | -2 | -10 | 2 | -0.2 | -0.5 | 3 | -1 | 0
COc1cccc(NC(=O)CS(=O)(=O)c2cccc3nsnc23)c1 | 6 | -16 | 4 | -7 | -10 | -5 | 0.1 | -0.3 | 3 | 0 | 6
Cn1cccc1/C=N\NC(=O)C1COc2ccc(C(C)(C)C)cc2O1 (configuration not stated) | 7 | 8 | -9 | -7 | 1 | -15 | -0.4 | -0.5 | -11 | 2 | 7
CCOC(=O)c1ccccc1NC(=O)c1cn(CC)c2nc(C)ccc2c1=O | 6 | 10 | 4 | 2 | 1 | 4 | 0.1 | -0.6 | -1 | -2 | -3
COc1cc(NC(=O)c2ccccc2)c(OC)cc1NC(=O)CN1C(=O)NC2(CCCCC2)C1=O | 23 | 20 | -11 | -5 | -10 | -5 | 0.3 | -0.8 | · | 5 | -2
CC(=O)N(Cc1ccccc1)c1c(N)nc(N)[nH]c1=O | 9 | 19 | 2 | 4 | -1 | 18 | -0.1 | -0.3 | 4 | -2 | -3
COc1ccc(-c2c(C#Cc3ccsc3)c3cc(-c4ccc(CN5CCOCC5)cc4)ccc3n2C)cc1 | 0 | 5 | -3 | -6 | 4 | -3 | -0.6 | 0.2 | -2 | · | -4
CCCc1ccc(Oc2cc(C)nc(N3CCOCC3)n2)cc1 | -23 | -54 | -15 | · | 0 | -82 | 0.1 | 1.5 | · | 2 | 6
Cc1ccc(CNS(=O)(=O)c2ccc3c(c2)N(C)CCO3)cc1 | 1 | 13 | -2 | -4 | -1 | 3 | 1.7 | -0.5 | -9 | 1 | 3
Cc1ccc2nc(N3CCOCC3)c3nncn3c2c1 | -17 | -21 | -25 | -5 | -3 | -36 | 0.1 | -0.8 | · | 0 | 0
CC(C)OCCCNC(=O)C1CCC(=O)N1C1CCCC1 (configuration not stated) | -7 | 7 | 2 | -7 | -2 | 0 | -0.1 | -0.2 | · | -3 | 1
CCOC(=O)c1c(/N=C/c2ccc(C)cc2O)sc2c1CCN(C)C2 | 9 | 25 | 13 | 4 | 12 | 0 | 0.1 | -0.4 | -14 | -2 | 16
Cc1ccc(NC(=S)N/N=C/c2c(C)nn(-c3ccccc3)c2N2CCCC2)cc1 | -7 | 15 | -10 | -5 | -2 | 8 | 3.1 | -0.6 | -12 | -2 | -5
O=C(NNS(=O)(=O)c1ccccc1Cl)C1COc2ccccc2O1 (configuration not stated) | 5 | 2 | 8 | -2 | 0 | 5 | -0.3 | 2.9 | 1 | · | -2

Retrieved by structure from the entries so far (2):
SMILES | MITF TRPM1 inh | Peg3 prom inh | NR2E3 ag-1 | CaV13 ICDI inh | Granule exo inh | HIF-2a block | aDG glyco up | hiPSC survival | Vif imaging | NR2E3 ag-2 | PDI turbidity
COc1cccc(NC(=O)C(NCCC(C)C)c2ccccc2)c1 (configuration not stated) | -20 | 3 | -24 | -6 | -6 | 1 | -0.1 | 3.1 | -9 | -2 | 2
Cc1ccc(CNS(=O)(=O)c2ccc3c(c2)N(C)CCO3)cc1 | 1 | 13 | -2 | -4 | -1 | 3 | 1.7 | -0.5 | -9 | 1 | 3

Later entries:
SMILES | MITF TRPM1 inh | Peg3 prom inh | NR2E3 ag-1 | CaV13 ICDI inh | Granule exo inh | HIF-2a block | aDG glyco up | hiPSC survival | Vif imaging | NR2E3 ag-2 | PDI turbidity
CCOC(=O)Cc1c[nH]c2ccc([N+](=O)[O-])cc12 | -13 | 5 | 2 | -6 | -7 | 9 | 0.2 | -2.0 | -13 | · | -18
Cc1cc(C)n(-c2ccc(NC(=O)C3CCCCN3C(=O)c3ccc(C)s3)cc2)n1 (configuration not stated) | -23 | -33 | 9 | · | -15 | -29 | 0.1 | 0.4 | -4 | -1 | -2
COC(=O)COc1ccc(S(=O)(=O)Nc2ccccc2C(=O)OC)cc1 | -1 | 5 | -5 | -9 | -2 | 21 | -0.3 | -0.3 | -2 | 4 | 2
O=C(Nc1cccc(Cl)c1)NC1CC2CCC1C2 (configuration not stated) | -17 | -128 | -52 | -20 | -5 | -156 | 0.1 | -0.3 | -3 | 4 | 3
Cc1cc(NC(=O)COn2nnc3ccc(Cl)cc32)no1 | 14 | 14 | -29 | -2 | 1 | 10 | -0.1 | -4.4 | -1 | -2 | -6
Cc1ccc(CNC(=O)CS(=O)(=O)Cc2nc(-c3ccc(C)cc3)oc2C)cc1 | 5 | -5 | 3 | -16 | 30 | 0 | -0.1 | 0.1 | -16 | 1 | -3
CCOc1ccccc1-n1nnnc1SCC(=O)NCC1(N2CCOCC2)CCCCC1 | 5 | 1 | 3 | -2 | 9 | -11 | 0.2 | -0.6 | -5 | 1 | 5
COc1cccc(OCc2cc(C(=O)N3CCN(C(C)=O)CC3)no2)c1 | -76 | -252 | -79 | -15 | 1 | -224 | -0.2 | 0.4 | 1 | 0 | 7
O=C(NCC1OCCc2ccccc21)c1ccc(NC(=O)c2ccc(Cl)cc2)cc1 (configuration not stated) | 69* | 33 | -15 | -6 | 0 | 7 | 0.3 | 0.1 | -12 | 3 | 4
COc1ccccc1CCC(=O)Nc1ccc2c(c1)CN(Cc1ccc(CO)o1)CC2 | 17 | 6 | 5 | -7 | 0 | -11 | 0.4 | -0.2 | -6 | 3 | 3
Cc1cc(S(=O)(=O)NCc2cccnc2)ccc1F | 5 | 1 | 5 | -5 | -1 | 10 | 0.0 | 0.0 | 0 | 0 | -5

Compound profiles, from the list above. Order of screens: MITF TRPM1 inh | Peg3 prom inh | NR2E3 ag-1 | CaV13 ICDI inh | Granule exo inh | HIF-2a block | aDG glyco up | hiPSC survival | Vif imaging | NR2E3 ag-2 | PDI turbidity
O=C(Nc1cccc(Cl)c1)NC1CC2CCC1C2 (configuration not stated) is entered as -17 | -128 | -52 | -20 | -5 | -156 | 0.1 | -0.3 | -3 | 4 | 3
Cc1cc(C)n(-c2ccc(NC(=O)C3CCCCN3C(=O)c3ccc(C)s3)cc2)n1 (configuration not stated) is entered as -23 | -33 | 9 | · | -15 | -29 | 0.1 | 0.4 | -4 | -1 | -2

High-throughput results as filed in PubChem BioAssay.
